# Bioassay records (PubChem BioAssay)
# GC-B act: GC-B (human) receptor activation; P20594; HEK293-GC-B cells, CNP EC30, cGMP TR-FRET; 0% at EC30 CNP, 100% saturating CNP; activation, % at 10 µM; actives 0.11% (n = 370,000); AID 1920062;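 active means activation at 10 µM reaching about 35% in either raw or pattern-adjusted values, limit read from the data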
# TDP2 inh: TDP2 (human) inhibition, absorbance primary screen; inhibition, % at 12.8 µM; AID 720702; actives 0.34% (n = 370,000); recombinant TDP2, T5PNP hydrolysis, p-nitrophenol absorbance 415 nm;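 active means inhibition above the mean of all tested compounds plus 3 SD, set per campaign, cut at about 25% in these data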;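 further: 0% = DMSO with enzyme and 100% = buffer with substrate but no TDP2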
# Target sequence (O95551 whole entry, looked up): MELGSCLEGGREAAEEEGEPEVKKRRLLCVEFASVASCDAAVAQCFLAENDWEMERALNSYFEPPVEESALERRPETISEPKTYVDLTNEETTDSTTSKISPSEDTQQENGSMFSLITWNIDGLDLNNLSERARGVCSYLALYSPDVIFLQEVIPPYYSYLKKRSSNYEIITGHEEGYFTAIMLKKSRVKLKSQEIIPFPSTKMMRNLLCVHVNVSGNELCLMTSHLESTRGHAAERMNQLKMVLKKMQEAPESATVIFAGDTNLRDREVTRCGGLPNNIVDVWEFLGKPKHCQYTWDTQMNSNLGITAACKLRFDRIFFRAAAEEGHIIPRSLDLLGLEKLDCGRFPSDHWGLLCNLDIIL
#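 Read-out basis: percent inhibition. System: recombinant human TDP2. Buffer or medium: Mg2+-containing Tris-HCl buffer, pH 7.5. Repeats: single replicate. Timing: reaction 2 h, 37 °C. Benchmarks: high control without enzyme, low control DMSO plus TDP2. Probe or stimulus: 5 mM T5PNP. Doses: 12.8 µM only. Measured by: epi absorbance of p-nitrophenol freed from T5PNP by hydrolysis.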
# PRMT1 inh: blocks human protein arginine methyltransferase 1 | actives 1.3% (n = 370,000) | inhibition, % at 2.79 µM | recombinant PRMT1, activity-based probe fluorescence polarization;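 active means inhibition above about 21% made by adding two undisclosed values, limit read from the data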
# LEDGF integ inh: blocks HIV-1 LEDGF/p75-dependent DNA integration. TR-FRET IN-LEDGF/p75 DNA integration, Eu/Cy5. inhibition, % at 3.7 µM. actives 0.64% (n = 370,000);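 active means inhibition above the screen-wide mean plus 3 SD, cut at about 13% in these data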;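 further: signal is the Cy5 over europium emission ratio at 671 and 618 nm; 0% = plate median of compound wells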
# rCAG binder: r(CAG) repeat RNA binding. TO-PRO-1 dye displacement fluorescence. inhibition, % at 3 µM. actives 1.3% (n = 370,000). AID 651821;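 active means inhibition above the plate cutoff, the mean of all test compounds on that plate plus 3 SD, cut at about 35% in these data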;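 further: 0% = DMSO alone and 100% = 100 µM mitoxantrone as full dye displacement; higher means more dye released from RNA so lower well fluorescence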
# HTRA1 inhibitor: HTRA1 (human) protease inhibition; actives 0.5% (n = 340,000); inhibition, % at 5.96 µM; Q92743; recombinant HTRA1, FP-rhodamine activity-based probe, fluorescence polarization; in the data active means inhibition above about 36%;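 further: 0% = enzyme with DMSO and 100% = wells lacking enzyme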
# mABHD4 FP: ABHD4 (mouse) inhibition, primary FP screen; purified mABHD4, FP-Rh probe fluorescence polarization; inhibition, % at 8.92 µM; Q8VD66; actives 0.54% (n = 370,000); AID 720543;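 active means inhibition exceeding the mean over every tested compound plus 3 SD, cut at about 30% in these data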;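 further: 0% = plate median of compound wells and 100% = S159A mutant with DMSO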
#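 system = mouse ABHD4 enzyme, wild type | medium = HEPES pH 7.0, NaCl, Pluronic buffer | also added = FP-Rh probe | incubation = Enzyme–compound pre-incubation 45 min, then probe 60 min, both 25 °C | technique = fluorescence polarization, excitation 525 nm, emission 598 nm, BODIPY TMR filters | controls = S159A mutant high control, sample median low control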
# MBD2 DNA inh: blocks human MBD2 binding to methylated DNA; TR-FRET, MBD2 binding to methylated oligonucleotide; inhibition, % at 4.4 µM; actives 0.31% (n = 370,000); AID 686964; in the data active means inhibition above about 13%
# Target sequence (Q9UBB5 whole entry, looked up): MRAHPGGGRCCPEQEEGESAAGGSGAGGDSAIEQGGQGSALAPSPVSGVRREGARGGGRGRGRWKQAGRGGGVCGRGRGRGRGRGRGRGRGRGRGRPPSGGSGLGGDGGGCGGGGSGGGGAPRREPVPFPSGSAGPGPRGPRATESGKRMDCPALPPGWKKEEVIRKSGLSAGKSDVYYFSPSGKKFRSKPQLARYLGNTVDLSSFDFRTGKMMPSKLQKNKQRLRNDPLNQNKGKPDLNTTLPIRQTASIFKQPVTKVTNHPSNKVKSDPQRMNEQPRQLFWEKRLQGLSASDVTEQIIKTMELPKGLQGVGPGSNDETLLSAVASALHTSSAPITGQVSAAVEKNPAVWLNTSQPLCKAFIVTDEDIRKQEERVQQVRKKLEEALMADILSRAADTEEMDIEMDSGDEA
# SIAE primary: blocks human sialic acid acetylesterase | Q9HAT2 | SIAE FP-Rh probe binding, fluorescence polarization | actives 0.69% (n = 370,000) | inhibition, % at 9.66 µM | AID 1053197;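 active means inhibition above a cutoff: mean of compounds within the control limits plus 3 SD of those, cut at about 17% in these data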;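 further: 0% = plate median of compound wells and 100% = probe without SIAE protein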
# TCR-CD3 inh: inhibitors of human TCR-CD3 interaction | TAMRA-labeled TCR probe fluorescence, biochemical | inhibition, % at 9.4 µM | actives 0.37% (n = 360,000) | AID 651800; in the data active means inhibition above about 19%;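 further: recombinant mutant TCR 2C K166C tagged with TAMRA read by polarization; 0% = receptor in buffer alone and 100% = receptor with positive control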
# Numbers without * were called inactive; x = no result given. The list is partial; rates above refer to the full screens.
# Letters: A = GC-B act; B = TDP2 inh; C = PRMT1 inh; D = LEDGF integ inh; E = rCAG binder; F = HTRA1 inhibitor; G = mABHD4 FP; H = MBD2 DNA inh; I = SIAE primary; J = TCR-CD3 inh
[1] Cc1cc(C)n(CC(O)CN(c2ccccc2)S(=O)(=O)c2ccc3ccccc3c2)n1 (centres undefined)
  A: -8	B: -4	C: 2	D: -1	E: 5	F: -10	G: -2	H: 3	I: -2	J: -4
[2] CCOc1cc(/C=C2\SC(=O)N(CC(=O)Nc3ccccc3F)C2=O)cc([N+](=O)[O-])c1O
  A: -2	B: -5	C: -2	D: -1	E: 19	F: 14	G: 16	H: -5	I: -3	J: 7
[3] CC(C)C[C@@H]1COc2cc(NCCCN3CCOCC3)ccc2S(=O)(=O)N1
  A: 1	B: 7	C: 3	D: -5	E: -1	F: x	G: -4	H: 8	I: 6	J: -6
[4] Cc1ccccc1S(=O)(=O)c1cc(C#N)c(=O)[nH]c1N
  A: -3	B: 3	C: 1	D: 0	E: 4	F: 3	G: 4	H: -2	I: -1	J: -3
[5] CCOc1ccc2c(c1)c(N=O)c(O)n2C
  A: -5	B: 4	C: -1	D: 3	E: -1	F: -10	G: -5	H: -5	I: -3	J: 0
[6] N#Cc1cccc(C(Br)S(=O)(=O)c2ccccc2)c1 (centres undefined)
  A: -2	B: 8	C: 1	D: -7	E: -1	F: 5	G: 4	H: 2	I: 3	J: -6
[7] CCOC(=O)c1cc(CC)sc1/N=C/C1C(=O)CCCC1=O
  A: -2	B: -5	C: 5	D: -4	E: -4	F: 2	G: 0	H: -1	I: 6	J: -4
[8] COc1ccc(-c2nc(CS(=O)CC(=O)NCc3ccc(Cl)cc3)c(C)o2)cc1OC (centres undefined)
  A: -6	B: 7	C: 3	D: 1	E: 2	F: -1	G: 0	H: 1	I: 3	J: 9
[9] COc1ccc(-c2c(NC(=O)c3ccco3)oc3c(C)cccc3c2=O)cc1
  A: 3	B: 9	C: -2	D: 4	E: -4	F: 2	G: -5	H: 3	I: 4	J: 5
[10] Cc1ccccc1NC(=O)Nc1ccccc1C(=O)NCc1ccccc1
  A: 5	B: -5	C: 5	D: -4	E: 4	F: -11	G: -8	H: 4	I: -3	J: 0
[11] CN(C)C(=O)N=NC(=O)N(C)C
  A: 8	B: 12	C: 27*	D: -3	E: 0	F: -2	G: -4	H: 4	I: -2	J: 4
[12] COc1ccc(-c2ccc(SCC(=O)N3c4ccccc4CC3C)nn2)cc1OC (centres undefined)
  A: 4	B: -12	C: -3	D: 0	E: -1	F: -12	G: -13	H: 0	I: -4	J: 10
[13] CSc1cnc2c(N)nc(N(C)C)nc2n1
  A: 1	B: -6	C: 5	D: -2	E: -1	F: 1	G: -4	H: 3	I: 0	J: -1
[14] Cc1ccc(-c2nn3nnnc3c3ccccc23)cc1
  A: -10	B: 7	C: -2	D: 1	E: 2	F: 8	G: 1	H: -2	I: 5	J: 3
[15] CCc1[nH]c(=O)[nH]c1C(C)S(=O)(=O)c1ccc(C)cc1 (centres undefined)
  A: -1	B: -5	C: 43*	D: 3	E: 2	F: 7	G: -5	H: -3	I: 0	J: 1
[16] Cc1ccc(S(=O)(=O)c2c(C)nn(C(C)(C)C)c2OC(=O)CC(C)C)cc1
  A: 6	B: -10	C: 0	D: 0	E: -7	F: -12	G: -6	H: 4	I: 2	J: 4
[17] COC(=O)c1ccc(CN(c2ccccc2Cl)S(C)(=O)=O)cc1
  A: 8	B: -10	C: -5	D: -4	E: -4	F: 8	G: 0	H: -5	I: -6	J: 2
[18] CCOC(=O)CSC1=C(C#N)C(c2ccc(C)s2)CC(=O)N1 (centres undefined)
  A: -1	B: 4	C: 1	D: -2	E: -3	F: 0	G: 7	H: 3	I: -2	J: -5
[19] COc1cc(C(=O)NNC(=O)/C=C/c2ccccc2)cc(OC)c1OC
  A: 1	B: 1	C: 1	D: 0	E: 4	F: 1	G: -2	H: 5	I: 11	J: -3
[20] CCC(N=c1cc(-c2ccc(OC)c(OC)c2)oc2ccc(C)cc12)C(=O)O (centres undefined)
  A: 1	B: 0	C: 0	D: -1	E: -6	F: -5	G: 0	H: 3	I: 3	J: -3
[21] CC#Cc1cc2c(cc1O)CCC1C2CCC2(C)C(O)CCC12 (centres undefined)
  A: -7	B: 1	C: 3	D: 5	E: 6	F: -35	G: -4	H: 0	I: -3	J: 7
[22] CCOC(=O)N1CCN(C(=O)c2cn(C)c3ccc(S(=O)(=O)N(CC)CC)cc3c2=O)CC1
  A: 0	B: -12	C: 6	D: -4	E: -2	F: 4	G: -7	H: 2	I: -10	J: -1
[23] C=C(C)Cn1c(SCC(=O)O)nnc1-c1ccc(OC)cc1
  A: 3	B: -3	C: -1	D: 0	E: 1	F: 6	G: 0	H: 0	I: 2	J: 4
[24] CCn1c(SCC(=O)Nc2nccc(C)n2)nc2ccccc21
  A: -3	B: -1	C: 5	D: -3	E: 2	F: 1	G: -11	H: 9	I: -2	J: 1
[25] COC(=O)/C=c1\sc2n(c1=O)C(C)=CC(C)(C)N=2
  A: 2	B: 6	C: 4	D: -4	E: -7	F: 4	G: 5	H: 0	I: 2	J: -3
[26] NC(=O)C1CC(=O)N(c2ccc(OCC(=O)NCc3ccccc3)cc2)C1 (centres undefined)
  A: 2	B: 2	C: 5	D: 0	E: 1	F: 0	G: 7	H: 0	I: 6	J: -3
[27] C/C(=C/C(=O)Nc1cccc(F)c1)N1CCCC1
  A: 0	B: -7	C: 7	D: -3	E: -2	F: 8	G: -19	H: 5	I: -10	J: -16
[28] O=C(NC1CCCCC1)C(c1ccc2ncccc2c1)N(Cc1cccs1)C(=O)c1cccs1 (centres undefined)
  A: -6	B: 0	C: 3	D: -3	E: -4	F: -9	G: 9	H: 6	I: 1	J: -11
[29] N#Cc1cccc(C(=O)Nc2cccc(S(=O)(=O)N3CCCC3)c2)c1
  A: -6	B: -6	C: 7	D: -5	E: 0	F: -21	G: -11	H: 8	I: -10	J: 3
[30] CS(=O)(=O)N(CC(=O)Nc1cccc(Cl)c1)c1ccccc1Cl
  A: -7	B: 0	C: -1	D: -2	E: -1	F: -1	G: 4	H: -6	I: -6	J: 6
[31] O=C(CCNS(=O)(=O)c1cccs1)N1CCN(c2cccc(C(F)(F)F)c2)CC1
  A: -2	B: -10	C: 7	D: 2	E: 2	F: -3	G: -10	H: 5	I: 2	J: -5
[32] CCc1noc(C)c1C(=O)Nc1cc(C(F)(F)F)ccc1-n1cncn1
  A: 1	B: 7	C: 2	D: -3	E: -3	F: -6	G: -1	H: 2	I: 0	J: 4
[33] c1cc(-c2ccc3c(c2)CCO3)n2cnnc2c1
  A: 2	B: 6	C: 3	D: -4	E: -1	F: x	G: -3	H: -2	I: 7	J: 3
[34] COc1ccnc(N2CCN(c3ccccc3)CC2)c1C#N
  A: -5	B: -3	C: 1	D: -2	E: -8	F: -8	G: -1	H: 3	I: -3	J: -8
[35] OC[C@@H](O)[C@@H](O)[C@H](O)[C@H](O)CO
  A: -1	B: -1	C: 4	D: -4	E: 3	F: 0	G: 12	H: -4	I: 3	J: -3
[36] CCc1nc2c(OCCOc3ccc(F)cc3)cccn2c1N(C)C(=O)C(C)C
  A: 5	B: 1	C: 3	D: 1	E: -2	F: x	G: 4	H: -2	I: 3	J: 5
[37] O=C(c1ccc([N+](=O)[O-])cc1)N(Cc1ccc(Br)cc1)N1C(=O)CCCC1=O
  A: -7	B: -5	C: -1	D: -1	E: 4	F: 1	G: 3	H: 0	I: -6	J: 0
[38] COc1ccccc1/C=N\NC(=O)c1ccc(COc2ccc(C)c(C)c2)o1
  A: -1	B: 7	C: -3	D: 0	E: 3	F: -8	G: -29	H: -1	I: 12	J: -1
[39] CCOC(=O)CSC1=C(C#N)C(c2ccc(F)cc2)C(C(C)=O)=C(C)N1 (centres undefined)
  A: -3	B: -3	C: 9	D: 4	E: -3	F: -6	G: -8	H: 2	I: 5	J: 0
[40] Cc1ccc(S(=O)(=O)N2CCC(=O)N(CCOCc3cccc(C(F)(F)F)c3)CC2)cc1
  A: -2	B: -8	C: 0	D: 1	E: -11	F: -10	G: -6	H: 2	I: -1	J: 3
[41] CC(C)(C)Cc1nc(-c2ccc(Cl)cc2)no1
  A: -3	B: -3	C: -1	D: 2	E: 2	F: 9	G: -2	H: 2	I: 3	J: 4
[42] Clc1ccc(CSC2=NCCCN2)cc1Cl
  A: 1	B: -14	C: -2	D: -2	E: -1	F: -3	G: -4	H: -4	I: -5	J: 4
[43] N#C/C(=C\c1c[nH]c2ccccc12)c1nnc2n1CCCCC2
  A: -5	B: -1	C: 1	D: -2	E: -3	F: 1	G: 8	H: -3	I: 6	J: 3
[44] CCNc1nc(SC(C)C(=O)OC)nc(N(C)C)n1 (centres undefined)
  A: 3	B: 3	C: 2	D: -5	E: -6	F: 4	G: 0	H: 1	I: -5	J: -1
[45] O=C(N/N=C/c1ccco1)c1ccc(C(=O)N/N=C/c2ccco2)o1
  A: -3	B: 2	C: 7	D: 12	E: 15	F: -9	G: -1	H: 9	I: -7	J: 22*

# 6 entries already listed, sorted by number of heavy atoms, descending:
# Letters: A = GC-B act; B = TDP2 inh; C = PRMT1 inh; D = LEDGF integ inh; E = rCAG binder; F = HTRA1 inhibitor; G = mABHD4 FP; H = MBD2 DNA inh; I = SIAE primary; J = TCR-CD3 inh
[28] O=C(NC1CCCCC1)C(c1ccc2ncccc2c1)N(Cc1cccs1)C(=O)c1cccs1 (centres undefined)
  A: -6	B: 0	C: 3	D: -3	E: -4	F: -9	G: 9	H: 6	I: 1	J: -11
[20] CCC(N=c1cc(-c2ccc(OC)c(OC)c2)oc2ccc(C)cc12)C(=O)O (centres undefined)
  A: 1	B: 0	C: 0	D: -1	E: -6	F: -5	G: 0	H: 3	I: 3	J: -3
[3] CC(C)C[C@@H]1COc2cc(NCCCN3CCOCC3)ccc2S(=O)(=O)N1
  A: 1	B: 7	C: 3	D: -5	E: -1	F: x	G: -4	H: 8	I: 6	J: -6
[30] CS(=O)(=O)N(CC(=O)Nc1cccc(Cl)c1)c1ccccc1Cl
  A: -7	B: 0	C: -1	D: -2	E: -1	F: -1	G: 4	H: -6	I: -6	J: 6
[7] CCOC(=O)c1cc(CC)sc1/N=C/C1C(=O)CCCC1=O
  A: -2	B: -5	C: 5	D: -4	E: -4	F: 2	G: 0	H: -1	I: 6	J: -4
[15] CCc1[nH]c(=O)[nH]c1C(C)S(=O)(=O)c1ccc(C)cc1 (centres undefined)
  A: -1	B: -5	C: 43*	D: 3	E: 2	F: 7	G: -5	H: -3	I: 0	J: 1

# With a hit mark in PRMT1 inh, of those listed so far:
cpd | smiles | GC-B act | TDP2 inh | PRMT1 inh | LEDGF integ inh | HTRA1 inhibitor | mABHD4 FP | MBD2 DNA inh | SIAE primary | TCR-CD3 inh
11 | CN(C)C(=O)N=NC(=O)N(C)C | 8 | 12 | 27* | -3 | -2 | -4 | 4 | -2 | 4
15 | CCc1[nH]c(=O)[nH]c1C(C)S(=O)(=O)c1ccc(C)cc1 (centres undefined) | -1 | -5 | 43* | 3 | 7 | -5 | -3 | 0 | 1
